AI-2 QS mod: modulators of Vibrio harveyi AI-2 quorum sensing system | Vibrio harveyi JMH597 AI-2 luminescence/OD600 ratio, 9 h; hits give low values; strain lacks LuxN and CqsS sensors; 0 = neutral-control median | activity change, % at 7.5 µM | 0.4% of 300,000 active | AID 2094; in the data active = activity change below about -75%, passing the limit was not always enough; inconclusive = no clear call, values can overlap the other calls;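 also: luminescence divided by OD600 gain over 9 h not by final OD600 alone; inactives centre near 13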
aSyn UTR inh: MLPCN primary screen, SNCA 5' untranslated region | alpha-synuclein 5'UTR reporter, inhibitor activity | inhibition, % (tested at 7.5 µM) | 0.82% of 300,000 active; in the data active = inhibition above about 60%; inconclusive = no clear call, values can overlap the other calls;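 also: H4 neuroglioblastoma cells stably carrying SNCA 5'UTR luciferase fusion; 0% = DMSO wells and 100% = positive control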
Platelet DG rel: platelet dense granule release activity; human platelet-rich plasma, SFLLRN dense granule ATP release, luminescence; inhibition, %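 (compounds screened at 7.5 µM in platelet-rich plasma)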; 0.22% of 300,000 active;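 active = mean replicate score, as percent of positive control, at or above 50; inconclusive = mean below 50 but at least one replicate at or above 50; inactive = mean and every replicate below 50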
IEC-6 cytotox: kills IEC-6 intestinal cells in KLF5 counter-screen. 0.78% of 290,000 active. IEC-6 cytotoxicity, luminescence viability. inhibition, % at 5 µM; in the data active = inhibition above about 22%;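 also: 0% = plate median of test compound wells and 100% = cytotoxic reference compound wells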
HDAC3 inhib: inhibitors of human histone deacetylase 3 | 0.15% of 320,000 active | O15379 | AID 2718 | inhibition, % at 8.3 µM | recombinant HDAC3, fluorogenic peptide/trypsin coupled, fluorescence; in the data active = inhibition above about 26%, passing the limit was not always enough; inconclusive = no clear call, values can overlap the other calls
Target sequence (O15379 whole entry, looked up): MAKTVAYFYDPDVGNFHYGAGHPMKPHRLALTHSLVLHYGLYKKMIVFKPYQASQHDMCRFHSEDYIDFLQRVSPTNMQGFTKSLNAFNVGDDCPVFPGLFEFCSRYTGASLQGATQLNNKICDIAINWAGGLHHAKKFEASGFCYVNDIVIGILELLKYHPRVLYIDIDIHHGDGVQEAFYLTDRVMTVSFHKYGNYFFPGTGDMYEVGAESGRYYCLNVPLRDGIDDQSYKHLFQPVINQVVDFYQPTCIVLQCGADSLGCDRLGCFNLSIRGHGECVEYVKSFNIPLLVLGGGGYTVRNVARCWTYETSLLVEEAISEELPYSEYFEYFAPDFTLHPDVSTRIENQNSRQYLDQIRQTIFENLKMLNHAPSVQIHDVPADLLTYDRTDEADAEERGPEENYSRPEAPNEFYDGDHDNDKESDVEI
HSF1 activator: increases HSF-1 driven luciferase reporter signal; activation, % at 9 µM; NIH3T3-HGL HSF-1 luciferase reporter, MG132, 8 h; 100% = twice DMSO control signal; 1.7% of 300,000 active;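 active = mean replicate activation of at least 50% with a set share of replicates each reaching 50%; inconclusive = only one of those two conditions met; inactive = mean below 50% and too few replicates reaching it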;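 also: 0% = median of the neutral control wells and 100% = twice that signal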
HSP90 inh: inhibitors of HSP90 luciferase refolding in rabbit reticulocyte lysate; luciferase refolding luminescence, 3 h; inhibition, % at 5.6 µM; 0.91% of 290,000 active; AID 1789;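 active = inhibition above the screen-wide mean plus 3 SD, computed separately per campaign, cut at about 16% in these data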;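 also: 0% = DMSO wells and 100% = 60 µM geldanamycin wells; inhibitors lower the luminescence because luciferase stays unfolded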
HIF activator: HIF pathway transcriptional activation; U2OS HRE-luciferase reporter, luminescence; normalized: DMSO 0%, desferrioxamine 100%; activation, % at 7.5 µM (by protocol); 0.32% of 300,000 active; AID 1910;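 active = mean activation of at least 10% of the iron chelator positive control signal, with at least half of replicates also reaching 10%; inconclusive = mean and replicate majority disagree about reaching 10%; inactive = mean and most replicates under 10%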
KLF5 inhibitor: inhibitors of KLF5 expression; DLD-1 KLF5 promoter-luciferase reporter, luminescence; inhibition, % at 5 µM; 0.23% of 290,000 active;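 active = inhibition above a per-plate limit of that plate's mean compound inhibition plus 3 SD, cut at about 60% in these data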;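 also: 0% = DMSO wells and 100% = LY294002 at 200 µM; higher means less KLF5 promoter-driven luciferase light; inactives centre near -14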
HSF1 inhib: HSF1 inhibition | activity change, negative = inhibition, % at 7.5 µM (by protocol) | NIH3T3-HGL HSE-luciferase, MG132-induced, luminescence 8 h; hits give low values | 0.77% of 300,000 active;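 active = more than half of replicate wells show activity change below -50%, luminescence cut by over half; inconclusive = some wells, but at most half, below -50%; inactive = no replicate well below -50%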;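 also: luciferase reports HSF-1 transcriptional activity via heat shock element; 0% = median of DMSO wells and -100% = zero luminescence signal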
* hit, by the source's call; ? = inconclusive; . = not tested or not shown. Rows are unselected; 5% or so of the library scored in one or more.

SMILES	AI-2 QS mod	aSyn UTR inh	Platelet DG rel	IEC-6 cytotox	HDAC3 inhib	HSF1 activator	HSP90 inh	HIF activator	KLF5 inhibitor	HSF1 inhib
Cc1nc(C)c(Oc2ccc(Cl)cc2Cl)c(=O)[nH]1	22	16	8	10	0	2	4	-0.5	3	-1
O=C(O)COc1ccccc1/C=C1\SC(=Nc2ccc(F)cc2)N(c2ccc(F)cc2)C1=O	11	6	3	4	-11	0	1	0.0	-3	-1
COc1ccc(OC)c(C2C(C(=O)c3cccs3)=C(O)C(=O)N2CCN2CCOCC2)c1 (stereo not drawn)	4	-30	-20	-2	-3	22	2	-45	-40	-9
CCOC(=O)C1CCN(S(=O)(=O)c2ccc3c(c2)CC(C)N3C(=O)C2CCC2)CC1 (stereo not drawn)	10	11	-4	-5	6	0	-8	0.8	-21	3
CC(=O)c1c(C)nc(-c2ccccc2)nc1N	13	-72	4	4	3	.	-2	0.8	-42	.
O=C(COc1ccc(S(=O)(=O)N2CCOCC2)cc1)Nc1ccc(Cl)c(C(F)(F)F)c1	22	27	5	-2	10	-4	1	2.7	4	-6
O=C1C(Br)=Cc2cccc3cccc1c23	-1	-53	-8	0	1	13	0	-21	-22	4
CCOc1cc(C(=O)NN2CCOCC2)cc(OCC)c1OCC	1	9	19	-4	2	-11	-5	-1.2	-28	-6
COc1ccccc1C(=O)NCCC(=O)N1CCCCC1	10	-1	-1	5	3	-3	-1	-0.1	-17	-6
CCOC(=O)C(=O)/C(C#N)=C/Nc1ccc(F)cc1	13	-30	5	0	5	11	1	-0.3	-45	1
Oc1sc(C=Nc2ccc(F)cc2)c2ccccc12	-2	-227	0	-1	8	24	5	4.0	-62	18
CC1Cc2nc(SCC(=O)Nc3nccs3)n(C)c(=O)c2S1 (stereo not drawn)	1	-22	-8	2	?	0	2	-0.2	-19	-8
Nc1ccc(Cl)c(NC(=O)c2cccs2)c1	21	-18	-6	-1	-7	-4	-1	-0.5	-48	-4
O=C(/C=C/c1ccc2c(c1)OCO2)NC1CCCC1	32	-18	7	-3	-5	-3	-1	-9.5	-10	-1
CCOC(=O)[C@@H]1CCNC[C@@H]1c1ccccc1	22	2	3	2	-2	10	1	-0.1	-20	4
CCOC(=O)c1nnn(-c2nonc2-n2cccc2)c1CN1CCOCC1	-7	-5	-2	6	?	3	4	-0.3	6	2
COc1ccc(S(=O)(=O)Nc2cccc(SC)c2)cc1C(=O)N1CCOCC1	20	12	-26	-9	-3	4	1	-0.8	7	3
CCCc1cc(=O)oc2c(C)c3occ(C)c3cc12	26	28	9	1	0	-12	2	1.8	7	-3
Cc1ccc(S(=O)(=O)N(CC(=O)NCCSCc2ccco2)c2ccc(F)cc2)cc1	14	4	5	0	0	16	-2	0.3	-36	5
COc1ccc(-c2c(C)nn(Cc3ccccc3)c2N)cc1	-17	40	0	0	-6	19	-2	0.4	-17	3
CC(=O)N1CCN(CCN=CC2=C(O)CC(c3cccs3)CC2=O)CC1 (stereo not drawn)	2	8	-4	-6	-9	-9	-1	1.2	-34	-5
Cc1ccc(N2CC(C(=O)OCC(=O)c3c(N)n(CC(C)C)c(=O)n(C)c3=O)CC2=O)cc1 (stereo not drawn)	16	21	10	.	0	21	.	-0.5	.	-4
O=Cc1cnc(N2CCCCC2)s1	19	2	-4	-2	2	-2	-1	0.6	-59	-1
CCOC(=O)CCCCC(=O)NC(CO)C(=O)NC (stereo not drawn)	27	-10	3	-5	-3	2	-2	0.0	-17	6
COc1ccc2[nH]c3c(c2c1)CCNC3c1ccc([N+](=O)[O-])o1 (stereo not drawn)	36	-53	5	-6	15	42	2	-10	-14	20
COc1ccc(C(=O)COC(=O)CSCc2c(C)noc2C)cc1OC	46	6	-1	10	2	32	4	0.0	53	2
CC(C)CCC(C)N=Cc1c(O)n(Cc2ccccc2)c(=O)c2ccccc12 (stereo not drawn)	13	15	-12	0	9	22	2	-0.5	-32	16
COc1c(Cl)cc(Cl)cc1C(=O)Nc1ccc(CN2CCCCC2)cc1	16	-33	-5	1	-3	-2	0	0.3	-8	-1
O=C(NCc1ccccc1)c1nc(S(=O)(=O)Cc2ccccc2)ncc1Cl	-53	51	5	52*	6	147*	7	0.8	19	174
COc1ccc(-c2nnc(SCc3c(C)noc3C)o2)cc1	14	-32	-3	-2	0	8	0	1.9	-29	6
COc1cc(CCC(=O)Nc2c(C(=O)N3CCN(c4ccccc4OC)CC3)oc3ccccc23)on1	19	4	5	7	-1	17	1	0.1	-14	2
Cc1ccc(NC(=O)CN2C(=O)S/C(=C\c3cc(Cl)c(OCC(=O)O)c(Cl)c3)C2=O)cc1	21	-8	-3	-5	7	-3	-1	-1.2	-29	-1
Nc1ccccc1SCC(=O)Nc1nccs1	17	-36	27	-6	6	18	-1	5.0	-18	7
CC(C)c1ccc(NC(=O)c2sccc2-n2cccc2)cc1	20	-146	8	5	14	29	0	0.3	-20	13
O=[N+]([O-])c1ccc(-c2ccc(/C=N/O)o2)cc1	.	-95	-12	-3	0	23	2	2.5	-52	13
Cc1nonc1N1CCN(Cc2cn[nH]c2-c2ccc3c(c2)OCO3)CC1	11	-4	1	2	1	5	5	-0.2	15	-2
O=C(c1cccc(Cl)c1)N(Cc1cccs1)C1CCS(=O)(=O)C1 (stereo not drawn)	20	-4	12	4	?	2	5	-0.3	6	4
CN(C)C(CN1C(=O)C2CC=CCC2C1=O)c1cn(C)c2ccccc12 (stereo not drawn)	20	25	8	1	3	19	-2	0.2	2	0
COc1ccc(NC(=O)N2CCN(C(=O)Nc3ccc(OC)cc3)CC2)cc1	21	11	8	-5	-20	-20	-1	0.7	-17	-7
COc1ccc(-c2cc(C(=O)N3CCN(Cc4ccccc4)CC3)no2)cc1OC	15	7	-1	0	2	1	52*	0.1	-48	1
O=C(NCCc1cn2ccsc2n1)c1cccs1	25	-34	-2	0	.	0	1	0.8	-33	1
Cc1ccccc1C(=O)N1CCCC(CCC(=O)N2CCN(c3ccccn3)CC2)C1 (stereo not drawn)	12	7	9	3	-4	1	-3	-0.7	-24	-1
CCc1nc2c(c(=O)c3ccccc3n2C)c(=O)n1C1CCCCCC1	29	14	-5	-10	-1	2	-5	-4.1	3	-2
O=C(CCS(=O)(=O)c1cc2c(cc1Cl)NC(=O)CO2)NCc1ccc(F)cc1	30	8	2	-2	5	-3	-4	-0.1	-13	3
O=C(CCS(=O)(=O)c1ccccc1)Nc1nc2c(s1)CCCC2	7	-30	2	4	-4	2	-4	0.3	-48	-1
O=C(CSc1nc2ncccc2[nH]1)c1ccc(F)cc1	2	-58	10	7	-2	-4	5	1.5	2	10
O=C(Cn1cnc2c(nnn2Cc2ccc(F)cc2)c1=O)NCC1CCCO1 (stereo not drawn)	16	-6	6	-2	-1	-5	3	0.0	-35	-6
Cc1sc2nc(CSc3n[nH]c(N)n3)[nH]c(=O)c2c1C	11	1	0	-2	-2	18	0	-0.1	-7	-3
O=C(CSCc1ccc(Cl)cc1)N1CCCCC1	0	-102	-31	2	8	43	0	2.9	-138	43
O=C(CC(Sc1ccc(Br)cc1)C(=O)O)c1ccc(Br)cc1 (stereo not drawn)	?	-29	1	-9	8	21	0	-0.8	-53	10
Cc1nn(CCO)c(N)c1C1(O)C(=O)Nc2c(Cl)cc(Cl)cc21 (stereo not drawn)	28	-20	0	10	-1	28	3	-0.1	-7	2
Cc1ccc(C2/C(=C(\O)c3ccc4c(c3)OCCO4)C(=O)C(=O)N2Cc2cccnc2)cc1 (stereo not drawn)	9	-9	5	3	-4	8	-2	-0.1	-32	5
Cn1c(Cn2nnc3ccccc32)nnc1SCC(=O)c1ccccc1F	33	-13	-1	-5	0	?	0	0.7	-69	41
O=C1C2C3C=CC(C3)C2C(=O)N1CNc1ccc(O)cc1 (stereo not drawn)	28	16	18	.	-6	24	.	-0.6	.	-3
Cc1csc(SC(C)C(=O)Nc2ccc(Cl)cn2)n1 (stereo not drawn)	18	-7	3	0	-1	-5	0	-0.6	9	-2
Cc1[nH]c(C)c(S(=O)(=O)NCc2ccco2)c1C(=O)N1CCCCC1	19	0	-3	-3	3	-1	0	-0.3	-18	-5
CS(=O)(=O)c1ccc(C(=O)Nc2ccccc2N2CCOCC2)c(Cl)c1	30	29	1	-7	3	2	3	-0.3	-12	2
CC(Sc1nnc2c(n1)[nH]c1ccccc12)C(=O)N(C)C1CCCCC1 (stereo not drawn)	24	18	-2	8	16	-14	-2	-0.1	-18	11
Cc1ccccc1CSc1ccc2nnc(-c3ccccn3)n2n1	12	-9	1	-8	-4	14	0	-0.5	-2	3
O=C(CSC1=NS(=O)(=O)c2ccccc2N1)NCCc1ccccc1	25	-3	-8	.	2	-8	.	-0.2	.	3

Entries of single compounds from above. Order of screens: AI-2 QS mod, aSyn UTR inh, Platelet DG rel, IEC-6 cytotox, HDAC3 inhib, HSF1 activator, HSP90 inh, HIF activator, KLF5 inhibitor, HSF1 inhib
O=C(CC(Sc1ccc(Br)cc1)C(=O)O)c1ccc(Br)cc1 (stereo not drawn) is entered as ?, -29, 1, -9, 8, 21, 0, -0.8, -53, 10
O=C(Cn1cnc2c(nnn2Cc2ccc(F)cc2)c1=O)NCC1CCCO1 (stereo not drawn) is entered as 16, -6, 6, -2, -1, -5, 3, 0.0, -35, -6
Cc1csc(SC(C)C(=O)Nc2ccc(Cl)cn2)n1 (stereo not drawn) is entered as 18, -7, 3, 0, -1, -5, 0, -0.6, 9, -2

Other entries follow:
SMILES	AI-2 QS mod	aSyn UTR inh	Platelet DG rel	IEC-6 cytotox	HDAC3 inhib	HSF1 activator	HSP90 inh	HIF activator	KLF5 inhibitor	HSF1 inhib
COC(=O)C(C(=O)Nc1ccccc1C)C1CCCCCC1 (stereo not drawn)	4	7	1	1	2	13	5	-0.2	-19	-3
CC1CC(C)CN(C(=O)c2ccc(N3CC4CC(C3)c3cccc(=O)n3C4)c([N+](=O)[O-])c2)C1 (stereo not drawn)	2	14	-10	-3	-4	13	0	-0.3	-24	15
Cc1ccc(-n2ccc(=O)c(C(=O)Nc3ccc(S(=O)(=O)Nc4onc(C)c4C)cc3)n2)cc1	9	-27	0	1	5	18	0	-0.4	-3	6
CCNc1nc(NCC)nc(N/N=C/c2ccc(OC)cc2)n1	1	17	-4	0	0	-7	0	-1.0	-25	-2
O=C(CCNS(=O)(=O)c1ccccc1F)N1CCN(C(c2ccccc2)c2ccccc2)CC1	36	25	0	.	?	-7	.	0.0	.	-7
CC(C(=O)NCc1ccc(Cl)cc1)n1cccc1C(=O)c1ccccc1 (stereo not drawn)	23	11	-9	-1	5	13	-2	0.0	-18	9
CC(=O)Nc1ccc2nc(NC(=O)CCc3ccccc3)sc2c1	24	-24	-25	6	2	37	8	0.3	-21	7
Cc1c(C(=O)Nc2ccc(F)cc2)nnn1-c1cccc(C(F)(F)F)c1	9	-56	7	-11	-38	12	-1	1.5	-47	8
O=C(CSc1nc2ccc(Cl)cc2[nH]1)NCCc1ccc(Cl)cc1	12	-30	-4	6	3	14	-1	0.1	-19	17
Cc1csc(NC(=O)c2ccc[nH]c2=O)n1	26	-85	5	4	2	25	3	2.1	-122	18
Oc1c(Cl)cc(CN2CCCCC2)c2cccnc12	11	38	1	7	2	31	4	4.4	98*	4

High-throughput results deposited in PubChem BioAssay by several laboratories.
